mcGAS RapidFire = inhibitors of Mus musculus cyclic GMP-AMP synthase, initial high-throughput assay, cell-free, RapidFire MS | Q8C6L5 | recombinant mouse cGAS, cGAMP by RapidFire MS | inhibition, % at 12.5 µM | 130,000 tested, 0.18% active | AID 1259397, 2018;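 active = inhibition of cGAS enzyme activity at or above 60%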;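 also: enzyme stimulated by 45 bp dsDNA with ATP and GTP substrates; cGAMP share of summed cGAMP plus half ATP and half GTP signals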
Target sequence (Q8C6L5 whole entry, looked up): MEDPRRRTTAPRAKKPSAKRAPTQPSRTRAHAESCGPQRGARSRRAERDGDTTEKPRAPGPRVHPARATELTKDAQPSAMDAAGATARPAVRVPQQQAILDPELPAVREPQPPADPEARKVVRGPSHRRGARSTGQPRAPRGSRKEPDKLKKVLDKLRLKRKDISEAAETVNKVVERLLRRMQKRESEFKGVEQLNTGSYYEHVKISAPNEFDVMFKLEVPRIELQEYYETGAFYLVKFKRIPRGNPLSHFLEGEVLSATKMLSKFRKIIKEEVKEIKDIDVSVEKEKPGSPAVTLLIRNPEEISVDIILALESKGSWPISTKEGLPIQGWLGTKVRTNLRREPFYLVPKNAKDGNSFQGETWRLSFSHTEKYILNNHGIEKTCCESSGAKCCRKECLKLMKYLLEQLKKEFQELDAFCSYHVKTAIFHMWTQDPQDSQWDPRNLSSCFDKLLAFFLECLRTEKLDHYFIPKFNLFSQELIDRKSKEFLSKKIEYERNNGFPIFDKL
* = called active by the depositor; & = joins results of further samples.

SMILES	mcGAS RapidFire
COc1cccc(-n2cc(CN(C)Cc3cccc4nonc34)cn2)c1	-1.0
O=C(CSc1nc2ccc(Cl)cc2c(=O)n1-c1ccc(F)cc1F)N1CCCC1	-7.5
C=CCN1C(=O)C(=NN=Cc2c[nH]c3ccccc23)c2ccccc21	-6.2
CCCCc1ncc(-c2c(-c3ccccc3)ncn2CCC2CCCN2C)[nH]1 (configuration not stated)	7.8
COc1coc(C(=O)N2CCN(c3cc(C)ccc3C)CC2)cc1=O	-6.0
CCOC(=O)c1nn(-c2ccccc2Cl)c(=O)cc1OCC(=O)NCc1ccccc1OC	0.7
O=C(Nc1ccc(C(F)(F)F)cc1Cl)NC(CO)c1ccco1 (configuration not stated)	-4.7
COc1ccc(NC(=O)CSc2nc3nc(C)ncc3c(=O)n2C)cc1Cl	-6.8
O=C1CC(c2cccs2)Sc2ccccc2N1 (configuration not stated)	-4.2
CC(=O)N1CCN(c2ccc(Nc3cc(C)ccn3)nn2)CC1	-9.2
Fc1ccccc1Cc1n[nH]c(=S)o1	22.0
CC(CC(=O)Nc1nnc(C2CC2)s1)c1ccccc1 (configuration not stated)	-4.8
Cc1cc(C(=O)CN2C(=O)C(=O)N(C3CCCC3)C2=O)c(C)n1Cc1cccs1	-9.2
CC1CCCC(C)N1N=Cc1cc(Br)cc(Br)c1O (configuration not stated)	-9.2
O=C1NC(=S)NC(=O)C1=C/C=C/C=C/c1c(O)[nH]c(=S)[nH]c1=O	47.7
COC(CNC(=O)c1cn(C)c2c(=O)n(-c3ccc(F)cc3)c(=O)[nH]c12)OC	-30.3
Cc1ccc(C(N)=O)cc1NCc1ccn(C)c(=O)c1	-10.0
Cc1ccc(CCC2CCN(C(C)C(=O)Nc3ccc(S(N)(=O)=O)cc3)CC2)cc1 (configuration not stated)	-13.6
COc1ccc(Cl)cc1C(=O)NCCc1ccc(C(=O)O)cc1	3.3
CCN1CCN(Cc2nc3c(c(=O)n(C)c(=O)n3C)n2C(C)C(C)=O)CC1 (configuration not stated)	-1.0&1.3
NC(=O)c1ccc(CN2CCCC(c3ccncn3)C2)cc1 (configuration not stated)	1.0
CCCCC(=O)NCCNc1cc(N(C)C)nc(C)n1	-0.7
CC(C)Cc1ncc2c(n1)CN(C(=O)C(C)Cn1cccn1)C2 (configuration not stated)	-7.6
COc1ccc(NC2=CC(=O)CC3(CCCCC3)C2)cc1OC	-4.6
FC(F)(F)c1ccc(C2CC(c3ccc(Cl)cc3)=Nc3ncnn32)cc1 (configuration not stated)	-2.7
COc1cccc(NC2CCN(CCC#N)CC2)c1	8.3
CC(=O)NCCn1ccnc1-c1cccc(-c2ccccc2C)c1	-8.6
CCOC(=O)N1CCN(C(=O)c2cn(C(c3ccccc3)c3ccccc3)nn2)CC1	1.4
CCN(C/C(C)=C/c1ccco1)Cc1c(C)nn(CC)c1C	-1.9
O=C(COC(=O)c1ccc2ccccc2n1)Nc1cccc(I)c1	-12.1
CC(=O)N1CCC(Oc2ccc(Cl)cc2C(=O)NCCc2nc(C)cc(C)n2)CC1	0.7
O=S=C1c2ccccc2S(=O)(=O)c2ccccc21	-1.4
Brc1c(OCCNCCN2CCOCC2)ccc2ccccc12	-7.8
Nc1nc(CCC(=O)N2CCCC3(CNC(=O)O3)C2)cs1 (configuration not stated)	-10.3
COc1ccc(S(=O)(=O)N2CCC(CO)(Cc3ccccc3Cl)CC2)cc1	-11.4
CCCC(=O)C1=C(c2ccc(F)cc2)N(C(=O)CCC)n2cnnc2S1	-6.9
O=C(NCC1CCCCO1)c1coc(COc2cccc(C(F)(F)F)c2)n1 (configuration not stated)	-6.7
CSc1nc2ncc3c(=O)n(-c4cccc(F)c4)ccc3n2n1	-1.3
COc1ccc(C2N=C(c3ccccc3C)NO2)cc1O (configuration not stated)	-5.0&-4.6
CN(Cc1cnccn1)C(=O)Nc1ccc(Br)c(F)c1	-5.1
Cc1cccc(OC(F)F)c1NC(=O)C1(C)CCN1C(=O)Cc1ccc(C(C)C)cc1 (configuration not stated)	-16.9
COc1ccccc1OCCCCOc1ccc(I)cc1	-3.5
CCCn1nc(C(=O)N(CC)CC(=O)Nc2ccc3c(c2)OCCO3)ccc1=O	-0.1
CCOC(=O)C1(CCCc2ccccc2)CCCN(C(=O)CN2CCOC2=O)C1 (configuration not stated)	-4.1
COc1cc(C2C3CCCCC3(O)CCN2CC(=O)N2CCCCC2)ccc1O (configuration not stated)	-5.7
COc1cc(C)ccc1S(=O)(=O)NC(=O)C1(C)CCN1C(=O)Cc1ccc(-c2ccccc2)cc1 (configuration not stated)	-13.2
CCC(C)CN(C)C(=O)Cc1ccc(S(=O)(=O)C(F)F)cc1 (configuration not stated)	-2.0
Cc1cc(CC(C)NC(=O)c2ccnc(C(C)C)n2)n[nH]1 (configuration not stated)	-1.2
N#Cc1ccc(/C=C/C(=O)N2CCN(Cc3ccc(Br)s3)CC2)cc1	-1.2
CC1CCN(CCSc2nnc(CC(C)c3ccccc3)o2)C1 (configuration not stated)	-44.5

Part of the list above in order of heavy-atom count, rising:
SMILES	mcGAS RapidFire
Cc1cc(CC(C)NC(=O)c2ccnc(C(C)C)n2)n[nH]1 (configuration not stated)	-1.2
CCC(C)CN(C)C(=O)Cc1ccc(S(=O)(=O)C(F)F)cc1 (configuration not stated)	-2.0
CC1CCN(CCSc2nnc(CC(C)c3ccccc3)o2)C1 (configuration not stated)	-44.5
N#Cc1ccc(/C=C/C(=O)N2CCN(Cc3ccc(Br)s3)CC2)cc1	-1.2
CCOC(=O)C1(CCCc2ccccc2)CCCN(C(=O)CN2CCOC2=O)C1 (configuration not stated)	-4.1

Back to the main list, starting 6 compounds before the break.
SMILES	mcGAS RapidFire
COc1cc(C2C3CCCCC3(O)CCN2CC(=O)N2CCCCC2)ccc1O (configuration not stated)	-5.7
COc1cc(C)ccc1S(=O)(=O)NC(=O)C1(C)CCN1C(=O)Cc1ccc(-c2ccccc2)cc1 (configuration not stated)	-13.2
CCC(C)CN(C)C(=O)Cc1ccc(S(=O)(=O)C(F)F)cc1 (configuration not stated)	-2.0
Cc1cc(CC(C)NC(=O)c2ccnc(C(C)C)n2)n[nH]1 (configuration not stated)	-1.2
N#Cc1ccc(/C=C/C(=O)N2CCN(Cc3ccc(Br)s3)CC2)cc1	-1.2
CC1CCN(CCSc2nnc(CC(C)c3ccccc3)o2)C1 (configuration not stated)	-44.5
CC(C)c1nccn1Cc1cc(C(=O)N2CCC(=O)NCC2C)n[nH]1 (configuration not stated)	-6.3
CC(C)CC(=O)Nc1ccnn1C1CCN(C(=O)CSc2ccccc2)CC1	-6.7
Cc1cn2c3c(=O)n(Cc4ccc(Cl)cc4)c(=O)n(C)c3nc2n1CCCO	-7.9
O=S1(=O)CCC(N(Cc2ccco2)S(=O)(=O)c2ccc3c(c2)CCC3)C1 (configuration not stated)	-0.1
O=C(Cc1ccccc1)N1CCCC(OCc2ccc(F)c(F)c2)C1 (configuration not stated)	-4.0
CC1CN(c2ccc(NC(=O)NCc3ccsc3)cc2)CCO1 (configuration not stated)	-2.5
CC(C)(NC(=O)c1ccn[nH]1)c1ccc(Br)cc1	-15.4
Cc1cc(CNC(=O)C2CC(=O)Nc3ccc(F)cc32)c2[nH]c(C)c(C)c2c1 (configuration not stated)	-8.6
O=C(O)C1C2C=CC(O2)C1C(=O)NCc1ccccc1F (configuration not stated)	-4.7
CCc1nc(C)sc1CNC(=O)[C@H](N)CC(C)C	-15.9
CN(Cc1cc(=O)c(O)co1)C1CCCN(c2ccccc2)C1 (configuration not stated)	-7.7
O=C1CCc2cc(NC(=O)C3CC(=O)N(c4ccccc4Br)C3)ccc2N1 (configuration not stated)	-3.1
O=C(NCc1cnn2cccnc12)c1cccc(CC2CCNCC2)c1	-11.9
COc1cccc(CN2C[C@@H]3C[C@@H](c4ccc(CO)o4)N4CCC[C@@]34C2=O)c1	-11.0
CC(C)(C)c1ccc2c(c1)CC(CNC(=O)/C=C/c1ccccc1)O2 (configuration not stated)	-1.0
CCCNC(=O)NC(=O)Cn1cnc2c1c(=O)n(C)c(=O)n2C	-0.3
O=C(c1ccc2n[nH]nc2c1)N1CCC(c2[nH]ncc2Cc2ccccc2)CC1	-11.2
CCn1cc(C#N)c(=O)n(CC2CN(c3ccccc3)C(=O)O2)c1=O (configuration not stated)	-4.0
O=C(CSc1ccc(-c2ccc(-n3ccnc3)cc2)nn1)Nc1ccccc1	-10.8
C(=Nc1ccc(C23CC4CC(CC(C4)C2)C3)cc1)c1ccncc1	-17.2
Cc1nc(CN2CCN(Cc3csc(CCC(C)C)n3)CC2)no1	-6.4
CN(C)CC(=O)NCc1cccnc1Oc1ccccc1	-9.3
Cc1oc2cc(OC(C)C(=O)NCC3CCCO3)ccc2c(=O)c1-c1c(F)cccc1Cl (configuration not stated)	0.2
Cn1c(Cc2cccs2)nnc1SCC(=O)c1c(N)n(C2CC2)c(=O)[nH]c1=O	-3.1
O=c1cc(N2CCN(c3nccc(CCC(F)(F)F)n3)CC2)cn[nH]1	-1.7
CCc1ccc(C2CC(C)CCN2C(=O)CCCn2cncn2)o1 (configuration not stated)	-47.0
CC1CCc2c(sc3nc[nH]c(=O)c23)C1 (configuration not stated)	4.1
CC1CC(N2CCC(N3CCN(C)C3=O)CC2)C(=O)O1 (configuration not stated)	1.3
CCCn1c(SCc2nc3sc4c(c3c(=O)[nH]2)CCC4)n[nH]c1=O	-27.9
COc1ccc(CNc2nccn3ccnc23)cc1	6.8
Cc1cc(F)ccc1C(O)c1ncc(-c2cccc(F)c2)[nH]1 (configuration not stated)	-7.4
CC(NC(=O)C12CC3CC(CC(C3)C1)C2)c1ccccn1 (configuration not stated)	-7.8
Cn1ncc2c(=O)n(Cc3nnsc3Cl)cnc21	-0.1
C=CC[C@H]1CC=C[C@H](c2ccccc2)N1	0.4
Cc1csc(NC(=O)N2CCC(Nc3ccccc3F)CC2)n1	-13.5
Cn1c(=O)c2c(NCCC3=CCCCC3)ccnc2n(C)c1=O	1.2
CN(CC(F)F)C(=O)NCc1cc(F)ccc1Br	-9.7
CC(=O)SC(CC(=O)O)c1nc2ccccc2s1 (configuration not stated)	13.0
CN(C)C1(CNC(=O)COCC(F)(F)F)CCCCCC1	-6.0
CCn1c(SCC(=O)N2CCN(S(=O)(=O)c3ccc(F)cc3)CC2)nnc1-c1ccco1	-6.6
CC(Nc1ccc2nnnn2n1)c1cccc(Cl)c1 (configuration not stated)	11.3
O=C(NCCO[N+](=O)[O-])c1cccnc1	-21.5
CC1CCC(=O)C(Sc2nc(C3CC3)cc(-c3cccs3)c2C#N)C1 (configuration not stated)	-1.3
COc1cccc(OC)c1-c1cnc(NC(C)=O)cn1	-3.5
COCC1CCN(C(=O)c2cn(C(c3ccccc3)c3ccccc3)nn2)C1 (configuration not stated)	-4.6
CC(c1ccc(F)cc1)N(C)c1ncnc2sccc12 (configuration not stated)	-4.8
C#CCN1CCCC1COC(=O)CSCC1CCCCO1 (configuration not stated)	-11.0
Cc1ccc(C(=O)N2CCC(c3n[nH]c(=O)n3-c3ccccc3)CC2)s1	-0.5
Nc1nc2c(ncn2COCCO)c(=O)[nH]1	-10.7&-0.5&0.3
CC(C)Nc1ccc(-c2cc(N)nc3[nH]ccc23)nn1	2.1

Going on with the list.
SMILES	mcGAS RapidFire
CCN(Cc1ccc2c(c1)OCO2)Cc1nc(C(C)(C)C)no1	-6.0
Cc1ccc2c(c1)CCCN2C(=O)c1ccc(C(N)=O)cc1	-2.2
Cc1nc2ncccn2c1C(=O)N1CCCC(CO)(CCc2ccccc2)C1 (configuration not stated)	-28.5
COc1ccc(C2CC(c3ccc(Br)s3)=Nc3nnnn32)c(OC)c1 (configuration not stated)	3.8
CC(OC(=O)CC(C)(C)C)c1nc2cc(Cl)ccc2n1C (configuration not stated)	-4.0
COC(=O)C(C)Sc1ccc(NC(=O)C2CC2)nn1 (configuration not stated)	10.3
Cc1nc(N2CCC(C(N)=O)CC2)nc(Nc2ccc(F)cc2)c1[N+](=O)[O-]	-7.5
CCc1c(C)sc2ncnc(-c3ccc(S(C)(=O)=O)cc3)c12	-21.3
CN(C)C1(CNC(=O)c2sccc2-c2ccc(F)cc2)CCCCC1	-6.3
NC(=O)NC1CCN(C(=O)C(c2ccc(Br)cc2)N2CCCC2)CC1 (configuration not stated)	-10.0
O=C(c1ccncc1)N1CCC(C2CCN(Cc3ccc(Cl)cc3)C2)CC1 (configuration not stated)	-9.5
CCO[C@H]1COC[C@@H]1NC(=O)c1n[nH]c(=O)c2ccccc12	-2.4
Cc1ccc(CS(=O)(=O)CCC(=O)NC(C)C)cc1	1.2
Nc1nc(Nc2ccc(F)cc2)nc(C(F)(F)F)n1	9.9
O=S(=O)(N(c1ccc(Br)cc1)C(F)F)C(F)(F)F	-0.9
Cc1nc2ccccn2c1CN(C)C(=O)c1ccc2nc(Cc3ccccc3F)oc2c1	-11.6
COc1ccc(NC(=O)c2sc(=S)[nH]c2N)cc1	-3.4
CC(NC(=O)c1cc(-c2cccn2C)n[nH]1)c1cn2ccsc2n1 (configuration not stated)	-14.6
CC(=O)N1N=C(c2ccccc2)OC1C(=O)N1C[C@@H](C)N[C@@H](C)C1 (some centres not stated)	-0.2
Cc1cc(C)nc(NC(=O)NCCCSc2nncn2C)n1	-9.5
CCCCNC(=O)Cn1cnc2c(cnn2-c2ccccc2)c1=O	-0.8
CC(C)Cc1ncc2c(n1)CN(C(=O)CC1C(=O)NCCN1C(C)C)C2 (configuration not stated)	-0.5
Cc1ccc(Sc2ccc(S(=O)(=O)NC(C)C)cn2)cc1	-2.8
O=C(CCC1CCCN(C(=O)c2cccc(Cl)c2)C1)NC1CC1 (configuration not stated)	-5.9
c1nc(Sc2nnc(NC3CC3)s2)c2ccsc2n1	-3.9
Cc1cc(C(=O)N2CCC3(CC2)C(=O)NCCN3C)n[nH]1	-9.2
COc1ccc(Cl)cc1NC(=O)CCN1CCOC2CCCCC21 (configuration not stated)	-16.9
O=C(c1cccc(F)c1)N1CCN(C(C(=O)N2CCc3ccccc3C2)C2CCCC2)CC1 (configuration not stated)	-6.5
CC1(C(=O)Nc2ccccc2)CCN1C(=O)c1ccco1 (configuration not stated)	-8.4
C=CCNS(=O)(=O)c1ccc(C(=O)Nc2cc(C)nc3ccc(C)cc23)cc1	0.0
CC(C)c1ccc(C2C3CSCC=C3C(C#N)C(=N)C2(C#N)C#N)cc1 (configuration not stated)	-13.0
O=C(Cc1cccc(O)c1)NCCC(O)c1ccccc1 (configuration not stated)	-5.9

Screening data (PubChem BioAssay)

An excerpt, so the mix of outcomes need not match the whole.
